GASC1 inh = inhibitors of GASC-1 (KDM4C) histone demethylase, primary screen, biochemical, single concentration HTS; GST-KDM4C 2-372, H3K9me3 peptide, LANCE TR-FRET; inhibition, % at 12.5 µM; 96,000 tested, 0.15% active;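 active means mean replicate inhibition above about 25%, with at least 55% of replicates also reaching it, limit read from the data, passing the limit was not always enough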
Target sequence (Q9H3R0 2-372 limits assumed): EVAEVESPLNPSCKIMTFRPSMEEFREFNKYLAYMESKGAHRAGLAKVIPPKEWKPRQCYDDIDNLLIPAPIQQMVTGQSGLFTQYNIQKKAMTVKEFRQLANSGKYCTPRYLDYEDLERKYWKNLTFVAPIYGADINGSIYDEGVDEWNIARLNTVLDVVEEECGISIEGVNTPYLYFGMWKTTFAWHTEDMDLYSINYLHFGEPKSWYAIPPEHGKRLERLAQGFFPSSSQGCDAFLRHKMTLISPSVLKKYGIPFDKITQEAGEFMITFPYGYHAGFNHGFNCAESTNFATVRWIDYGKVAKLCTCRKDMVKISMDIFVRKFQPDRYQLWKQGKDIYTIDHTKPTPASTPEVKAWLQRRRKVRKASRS
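Material: GST-tagged GASC-1 (JMJD2C) catalytic fragment, aa 2-372 / Quantity: enzyme final amount 10 nM / Medium: HEPES buffer, pH 7.5, plus ascorbate / Doses: one test concentration per compound / Incubation: 30 min reaction, 60 min detection, RT / Measured by: LANCE TR-FRET / Read-out: inhibition from TR-FRET ratio decrease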
Tcruzi prolif = T. cruzi intracellular proliferation inhibitors, primary screen, cell-based, beta-gal Tulahuen parasites, NIH3T3 host, luminescence; inhibition, % at 8.34 µM; AID 624255, 2012; T. cruzi beta-gal in NIH3T3, GalScreen luminescence, 90 h; 77,000 tested, 5.9% active;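 active means mean inhibition above about 93%, with at least 55% of replicates each passing it, limit read from the data, passing the limit was not always enough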
Pf Dd2 growth = P. falciparum Dd2 growth inhibitors, primary screen, SYBR Green fluorescence, single dose replicates. activity change, % at 10 µM. 72 h; stronger effect = lower value. 94,000 tested, 2.3% active; in the data active means activity change below about -80%
C diff HTS = C. difficile growth inhibitors, primary screen, HTS. growth activity, negative = inhibition, % at 16 µg/mL (by protocol). 86,000 tested, 0.25% active. Clostridium difficile clinical isolate growth, OD600, 24 h; stronger effect = lower value;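 active means mean growth activity at or below -80% and every replicate also at or below -80%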;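 further: 0% = DMSO wells and -100% = levofloxacin 16 µg/mL wells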
The depositor's hits bear a star; x = no result given; & = joins results of further samples.

Every second line gives: GASC1 inh | Tcruzi prolif | Pf Dd2 growth | C diff HTS
CCCNC(=O)Nc1ccc2c(c1)OC[C@@H](C)N(C(=O)c1ccccc1F)C[C@H](C)[C@@H](OC)CN(C)C2=O
  0.2 | 52 | 2 | x
COc1ccc(-c2ccc([C@@H]3[C@H](CO)N4CCCCN(C(=O)c5ccc(F)cc5)C[C@@H]34)cc2)cc1
  -0.7 | 87 | -43 | 4
COc1ccc(CN(C)C[C@H]2Oc3c(NC(=O)C4CC4)cccc3C(=O)N([C@@H](C)CO)C[C@@H]2C)cc1
  -0.2 | 0 | -27 | -1
COCC(=O)N1[C@H](CO)[C@H](c2ccc(C3=CCCCC3)cc2)[C@@H]1C#N
  0.5 | 45 | 47 | -2
COc1cccc(NC(=O)N2CC[C@@H]3[C@@H](CO)N(C)c4ccc(-c5cccc(F)c5)cc4[C@@H]32)c1
  -2.0 | 31 | 9 | 27
Cc1noc(C)c1NC(=O)N(C)C[C@H]1Oc2c(NC(=O)C3CCOCC3)cccc2C(=O)N([C@@H](C)CO)C[C@H]1C
  -1.7 | -112 | 4 | 1
CO[C@H]1CN(C)C(=O)c2cc(NC(C)=O)ccc2OC[C@@H](C)N(Cc2cccc(F)c2)C[C@H]1C
  0.9 | -46 | 1 | 2
C[C@@H]1CN([C@@H](C)CO)C(=O)c2cc(NS(=O)(=O)c3ccc(F)cc3)ccc2O[C@H]1CN(C)S(C)(=O)=O
  -1.1 | -21 | 21 | -4
C[C@@H]1CN([C@H](C)CO)S(=O)(=O)c2ccc(-c3ccccc3)cc2O[C@H]1CN(C)C
  -1.7 | x | -8 | 1
C[C@@H]1CN([C@@H](C)CO)S(=O)(=O)c2ccc(C3=CCCCC3)cc2O[C@@H]1CN(C)C(=O)Cc1ccncc1
  -2.3 | 97* | -68 | -2
O=C(c1cccnc1)N1CC2(C1)[C@H](c1ccccc1)[C@@H](CO)N2Cc1cccnc1
  -1.8 | x | 13 | -5
C[C@@H]1CN([C@@H](C)CO)C(=O)c2cc(NC(=O)C3CCCCC3)ccc2O[C@@H]1CN(C)C(=O)Nc1cccc2ccccc12
  -0.7 | 92 | -14 | 1
COCC(=O)N1CC2(CN(Cc3nccs3)C2)c2c(n(C)c3cc(OC)ccc23)[C@@H]1CO
  -0.3 | x | -47 | -6
CC(C)NC(=O)Nc1ccc2c(c1)C(=O)N([C@@H](C)CO)C[C@H](C)[C@H](CN(C)C(=O)c1ccncc1)OCCCC[C@H](C)O2
  -0.1 | 11 | -6 | 0
Cc1noc(C)c1NC(=O)Nc1ccc2c(c1)CC(=O)N([C@@H](C)CO)C[C@@H](C)[C@@H](CN(C)S(=O)(=O)c1c(C)noc1C)O2
  -0.5 | -13 | 11 | -3
Cc1noc(C)c1NC(=O)N(C)C[C@@H]1Oc2c(NC(=O)NC(C)C)cccc2C(=O)N([C@@H](C)CO)C[C@@H]1C
  -0.1 | 2 | 25 | 1
O=C(CC1CC1)N1[C@@H](CO)[C@H](c2ccccc2)C12CN(S(=O)(=O)c1ccccc1)C2
  -0.6 | x | 3 | -4
C[C@@H]1CN([C@H](C)CO)C(=O)Cc2cc(NS(=O)(=O)c3ccc(F)cc3)ccc2O[C@@H]1CN(C)S(=O)(=O)c1ccc(Cl)cc1
  13 | 74 | -9 | 5
C[C@H](CO)N1C[C@H](C)[C@H](CN(C)CC2CCCCC2)Oc2c(NS(=O)(=O)c3ccccc3)cccc2C1=O
  1.2 | 53 | -28 | 1
C[C@@H]1CN([C@H](C)CO)C(=O)c2cc(NC(=O)c3ccccc3)ccc2O[C@@H](C)CCCCO[C@H]1CN(C)C(=O)Cc1ccccc1
  -0.4 | 15 | -72 | -15
C[C@H](CO)N1C[C@H](C)[C@H](CN(C)S(=O)(=O)c2ccc(F)cc2)Oc2c(NC(=O)Nc3cccc4ccccc34)cccc2C1=O
  x | 54 | -66 | 8
COc1ccc(NC(=O)Nc2ccc3c(c2)[C@H]2C[C@H](CC(=O)NCc4ccncc4)O[C@@H](CO)[C@H]2O3)cc1
  2.1 | x | 12 | 2
CCC(=O)Nc1ccc2c(c1)C(=O)N(C)C[C@H](OC)[C@@H](C)CN(C(=O)c1cccnc1)[C@@H](C)CO2
  1.3 | 9 | -5 | -5
C[C@@H]1CCCCO[C@@H](CN(C)C(=O)NC2CCCCC2)[C@H](C)CN([C@@H](C)CO)C(=O)c2cc(NC(=O)Nc3ccc4c(c3)OCO4)ccc2O1
  0.3 | 20 | 25 | 0
COc1ccccc1S(=O)(=O)N1C[C@H](O)COC[C@H]2O[C@@H](CC(=O)O)CC[C@@H]21
  -1.6 | -19 | 3 | x
Cc1ccc(S(=O)(=O)Nc2ccc3c(c2)C(=O)N([C@H](C)CO)C[C@@H](C)[C@H](CN(C)C(=O)Nc2ccccc2)OCCCC[C@@H](C)O3)cc1
  -0.6 | 72 | -74 | x
CC(C)c1cn(CC[C@@H]2CC[C@@H](NC(=O)Nc3cc(Cl)cc(Cl)c3)[C@H](CO)O2)nn1
  1.1 | -4 | 10 | x
C/C=C/c1ccc2c(c1)[C@H]1[C@H](CCN1C(=O)Cc1cccnc1)[C@H](CO)N2C
  2.2 | 81 | 6 | 2
COc1ccc(S(=O)(=O)Nc2ccc3c(c2)C(=O)N([C@H](C)CO)C[C@H](C)[C@@H](CN(C)C)OCCCC[C@H](C)O3)cc1
  0.3 | 82&17 | 2&-11 | -4&-1
CC(C)C#Cc1cnc2c(c1)C(=O)N([C@@H](C)CO)C[C@@H](C)[C@H](CN(C)Cc1cncnc1)O2
  1.4 | -9 | 34 | -1

Ordered by value in GASC1 inh (rising): some entries from above
canonical_smiles	GASC1 inh
C[C@@H]1CN([C@@H](C)CO)C(=O)c2cc(NC(=O)C3CCCCC3)ccc2O[C@@H]1CN(C)C(=O)Nc1cccc2ccccc12	-0.7
COCC(=O)N1CC2(CN(Cc3nccs3)C2)c2c(n(C)c3cc(OC)ccc23)[C@@H]1CO	-0.3
C[C@@H]1CCCCO[C@@H](CN(C)C(=O)NC2CCCCC2)[C@H](C)CN([C@@H](C)CO)C(=O)c2cc(NC(=O)Nc3ccc4c(c3)OCO4)ccc2O1	0.3

Some of the entries above, set out differently.
SMILES | GASC1 inh | Tcruzi prolif | Pf Dd2 growth | C diff HTS
C[C@@H]1CN([C@H](C)CO)C(=O)Cc2cc(NS(=O)(=O)c3ccc(F)cc3)ccc2O[C@@H]1CN(C)S(=O)(=O)c1ccc(Cl)cc1 | 13 | 74 | -9 | 5
C/C=C/c1ccc2c(c1)[C@H]1[C@H](CCN1C(=O)Cc1cccnc1)[C@H](CO)N2C | 2.2 | 81 | 6 | 2
COc1cccc(NC(=O)N2CC[C@@H]3[C@@H](CO)N(C)c4ccc(-c5cccc(F)c5)cc4[C@@H]32)c1 | -2.0 | 31 | 9 | 27
CC(C)NC(=O)Nc1ccc2c(c1)C(=O)N([C@@H](C)CO)C[C@H](C)[C@H](CN(C)C(=O)c1ccncc1)OCCCC[C@H](C)O2 | -0.1 | 11 | -6 | 0

Compound profiles, from the list above.
`COc1ccc(NC(=O)Nc2ccc3c(c2)[C@H]2C[C@H](CC(=O)NCc4ccncc4)O[C@@H](CO)[C@H]2O3)cc1` in the list: GASC1 inh = 2.1; Tcruzi prolif = x; Pf Dd2 growth = 12; C diff HTS = 2
`C[C@@H]1CN([C@H](C)CO)C(=O)Cc2cc(NS(=O)(=O)c3ccc(F)cc3)ccc2O[C@@H]1CN(C)S(=O)(=O)c1ccc(Cl)cc1` in the list: GASC1 inh = 13; Tcruzi prolif = 74; Pf Dd2 growth = -9; C diff HTS = 5

Carrying on:
Every second line gives: GASC1 inh | Tcruzi prolif | Pf Dd2 growth | C diff HTS
C[C@@H]1CN([C@@H](C)CO)C(=O)c2cc(/C=C/c3ccccc3)cnc2O[C@H]1CN(C)C(=O)CN1CCOCC1
  0.0 | x | 17 | 0
C[C@H](O)C#Cc1cnc2c(c1)C(=O)N([C@H](C)CO)C[C@@H](C)[C@H](CN(C)C(=O)c1ccccc1)O2
  1.9 | 92 | 32 | 3
O=C(C[C@H]1C=C[C@@H](NC(=O)Nc2ccc(C(F)(F)F)cc2)[C@H](CO)O1)NCc1cc(F)cc(F)c1
  -1.2 | 3 | -5 | 4
CC(=O)N1[C@H](C(=O)N2CCc3ccccc3C2)[C@@H](CO)[C@@H]2Cn3c(cccc3=O)[C@@H]21
  1.0 | x | 52 | 4
O=C(CC1CC1)N1CC(=O)N2[C@H](CO)[C@@H](c3ccc(C#Cc4cccc(F)c4)cc3)[C@H]2C1
  -0.9 | x | -24 | -4
COc1cccc(S(=O)(=O)N2CCCCN3[C@@H](CO)[C@@H](c4ccc(-c5cccnc5)cc4)[C@@H]3C2)c1
  -1.4 | 68 | -61 | -29
C[C@H](CO)N1C[C@H](C)[C@@H](CN(C)C(=O)Nc2ccccc2)OCCCC[C@H](C)Oc2ccc(NC(=O)C3CCCCC3)cc2C1=O
  -0.5 | 37 | -3 | 3
C[C@@H]1CN([C@@H](C)CO)C(=O)c2cc(C#CCC3CCCC3)cnc2O[C@H]1CN(C)Cc1ccccn1
  7.7 | 110* | -50 | -34
COCC(=O)Nc1ccc2c(c1)C(=O)N(C)C[C@H](OC)[C@@H](C)CN(C(=O)C1CCCC1)[C@@H](C)CO2
  -0.3 | 55 | 8 | x
COc1cccc(S(=O)(=O)Nc2ccc3c(c2)[C@H]2C[C@@H](CC(=O)O)O[C@H](CO)[C@H]2O3)c1
  38* | 14 | 16 | 0
C[C@H](CO)N1C[C@H](C)[C@H](CN(C)Cc2ccc(C(F)(F)F)cc2)Oc2ccc(NC(=O)Nc3ccc4c(c3)OCO4)cc2CC1=O
  1.3 | 94 | 2 | 6
CO[C@@H](CN(C)Cc1nccs1)[C@@H](C)CN([C@H](C)CO)S(=O)(=O)c1ccc(F)cc1
  0.2 | 23 | 10 | x
O=C(C[C@@H]1CC[C@@H]2[C@H](COC[C@H](O)CN2C(=O)c2ccc(F)cc2)O1)N1CCCCC1
  -0.3 | -8 | 33 | -4&-5
CN1C(=O)c2cc(NS(=O)(=O)c3ccc(F)cc3)ccc2OC[C@@H]2O[C@@H](CC(=O)O)CC[C@H]21
  3.3 | 20 | 2 | -7
C[C@H](CO)N1C[C@H](C)[C@H](CN(C)Cc2cccnc2)Oc2ncc(C#CC3(O)CCCC3)cc2C1=O
  -0.3 | -124 | 4 | 0
COc1ccc(-c2cnc3c(c2)C(=O)N([C@H](C)CO)C[C@H](C)[C@H](CN(C)Cc2ccc4c(c2)OCO4)O3)cc1
  x | -23 | -32 | 3
CCCC(=O)Nc1ccc2c(c1)C(=O)N(C)C[C@H](OC)[C@@H](C)CN(C(=O)c1ccccc1F)[C@H](C)CO2
  -1.2 | -1 | 9 | -1
C[C@H]1CCCCO[C@@H](CN(C)C(=O)Nc2ccc3c(c2)OCO3)[C@@H](C)CN([C@@H](C)CO)C(=O)c2cc(NC(=O)Nc3ccc(F)cc3)ccc2O1
  -1.4 | 103* | -56 | 5
CC(C)(C)[S@](=O)N1Cc2cc(C(=O)NCCN3CCCC3)nc(-c3cccc(-c4ccc(C#N)cc4)c3)c2[C@@H]1CCO
  -3.5 | -9 | -79 | x
COc1ccc(-c2ccccc2[C@H]2[C@@H](C#N)N(C(=O)NC(C)C)[C@H]2CO)cc1
  0.1 | x | -87* | -6
CO[C@H]1CN(C)C(=O)c2cc(NS(=O)(=O)CC(F)(F)F)ccc2OC[C@H](C)N(C(=O)c2ccc3c(c2)OCO3)C[C@@H]1C
  -0.3 | x | -14 | x
O=C(C[C@H]1CC[C@@H](NC(=O)c2ccccn2)[C@H](CO)O1)NCc1cccc(F)c1
  -0.8 | 40 | 12 | 1
Cc1noc(C)c1S(=O)(=O)Nc1ccc2c(c1)C(=O)N([C@H](C)CO)C[C@H](C)[C@H](CN(C)Cc1ccc(Oc3ccccc3)cc1)O2
  0.2 | 50 | -2 | x
C[C@H](CO)N1C[C@H](C)[C@@H](CN(C)S(=O)(=O)c2ccc(Cl)cc2)Oc2c(NS(=O)(=O)c3ccccc3)cccc2C1=O
  2.1 | 19 | 18 | 4
CN(C)C(=O)c1ccc(-c2ccccc2[C@H]2[C@@H](C#N)N(C(=O)C3CCCCC3)[C@@H]2CO)cc1
  -2.6 | x | -40 | -11
COc1ccc2c3c(n(C)c2c1)[C@@H](CO)N(Cc1ccc2c(c1)OCO2)CC31CCN(C(=O)c2ccc3c(c2)OCO3)CC1
  0.0 | x | -76 | 1
C[C@H](CO)N1C[C@H](C)[C@H](CN(C)Cc2ccncc2)Oc2ccc(NS(=O)(=O)c3cn(C)cn3)cc2CC1=O
  -1.6 | x | 11 | 5
C[C@H]1CN([C@@H](C)CO)C(=O)c2cccc(NC(=O)Nc3ccc(F)cc3)c2O[C@H]1CN(C)Cc1ccc(C(F)(F)F)cc1
  -0.2 | 55 | -15 | 3
Cc1noc(C)c1NC(=O)N(C)C[C@H]1OCCCC[C@@H](C)Oc2ccc(N(C)C)cc2C(=O)N([C@H](C)CO)C[C@H]1C
  6.7 | -5 | -26 | -4
CO[C@@H]1CN(C)C(=O)c2ccc(NC(=O)NC(C)C)cc2OC[C@H](C)N(Cc2cncnc2)C[C@H]1C
  0.5 | 4 | x | x
CCCNC(=O)C[C@H]1CC[C@H]2[C@H](COc3ccc(NC(=O)CC)cc3C(=O)N2C)O1
  1.8 | 5 | -36 | 2
CCCN(C)C[C@H]1Oc2ncc(C#CCOC)cc2C(=O)N([C@@H](C)CO)C[C@H]1C
  0.0 | 20 | -11 | 4

Screens from PubChem BioAssay.
